# Screens (PubChem BioAssay)
# DAGLB inh: DAGLB lipase inhibitors, primary screen, biochemical, fluorescence, HTS; Diacylglycerol lipase-beta (Homo sapiens), Q8NCG7; HEK293T DAGLB membrane lysate, EnzChek fluorogenic substrate; inhibition, % at 5.17 µM; actives 0.059% (n = 340,000); in the data active means inhibition above about 34%;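 further: 0% = enzyme with vehicle and 100% = wells lacking enzyme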
# PKA-R2B act: activators of PKA-R2B holoenzyme, primary screen, biochemical, fluorescence polarization, Cy5-IP20, human; actives 0.079% (n = 340,000); PKA-R2B holoenzyme dissociation; R2B truncated from residue 108, S112A mutant; 0% DMSO only, 100% 113 µM cGMP; activation, % at 11.4 µM;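 active means activation above a cutoff set at the mean over all compounds plus 3 SD, cut at about 18% in these data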;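 further: higher means more holoenzyme dissociation and a rise in polarization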
# Target sequence (P31323 whole entry, looked up, other chains not shown, the tested form may be a part): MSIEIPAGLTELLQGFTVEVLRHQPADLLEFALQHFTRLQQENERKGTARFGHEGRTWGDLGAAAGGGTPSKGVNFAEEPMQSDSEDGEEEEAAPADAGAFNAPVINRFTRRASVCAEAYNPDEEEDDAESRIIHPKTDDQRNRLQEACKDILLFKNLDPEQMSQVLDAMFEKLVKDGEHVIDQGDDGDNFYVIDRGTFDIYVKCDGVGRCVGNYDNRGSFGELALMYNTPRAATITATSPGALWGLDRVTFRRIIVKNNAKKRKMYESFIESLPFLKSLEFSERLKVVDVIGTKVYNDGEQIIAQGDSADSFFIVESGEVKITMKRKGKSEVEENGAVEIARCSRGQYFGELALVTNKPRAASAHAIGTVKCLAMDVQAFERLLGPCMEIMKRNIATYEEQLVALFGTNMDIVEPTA
# PKA-R1A act: activators of PKA-R1A holoenzyme, primary screen, biochemical, fluorescence polarization, Cy5-IP20, bovine R1A, mouse PKAc; PKA-R1A dissociation; scaled: DMSO 0%, 113 µM cGMP 100%; activation, % at 11.4 µM; actives 0.083% (n = 340,000); AID 504707, 2011;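 active means percent activation above the mean of all tested compounds plus 3 SD, cut at about 19% in these data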;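 further: higher means more PKAc released from R1A so a rise in polarization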
# HTR5A ag: HTR5A agonists in luminescence cell assay, primary screen, counter-screen for OPRM1-OPRD1 heterodimer agonist project, full-deck HTS | cell-based | 5-hydroxytryptamine receptor 5A (Homo sapiens), P47898 | activation, % at 9.3 µM | actives 0.61% (n = 340,000); in the data active means activation mostly above about 9.5%, no sharp cut-off; inactive means mostly below about 7.6%;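 further: 0% = cells with vehicle only and 100% = reference agonist; strong numbers were not always called active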
# Target sequence (P47898 whole entry, looked up): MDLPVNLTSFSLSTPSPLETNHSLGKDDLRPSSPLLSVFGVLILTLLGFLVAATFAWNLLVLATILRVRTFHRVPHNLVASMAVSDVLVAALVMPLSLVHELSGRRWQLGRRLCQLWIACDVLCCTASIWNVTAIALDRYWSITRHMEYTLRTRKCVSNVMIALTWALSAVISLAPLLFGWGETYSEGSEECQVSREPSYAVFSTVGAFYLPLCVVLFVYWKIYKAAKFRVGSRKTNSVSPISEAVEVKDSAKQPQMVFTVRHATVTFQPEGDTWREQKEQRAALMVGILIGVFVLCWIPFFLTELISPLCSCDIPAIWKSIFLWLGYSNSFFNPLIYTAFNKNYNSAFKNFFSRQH
# DSG3 Ab inh: inhibitors of pemphigus antibody binding to DSG3, primary screen, biochemical, bead-based, flow cytometry, scFv-GFP; Desmoglein-3 (Homo sapiens), P32926; DSG3-coupled beads, scFv-anti-DSG3-GFP binding; active compounds read low; binding (percent of control), % at 10 µM; actives 0.48% (n = 310,000);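 active means binding more than 3 SD below its plate's average and above zero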;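 further: hits lower antibody fragment binding to DSG3; some compounds called inactive have numbers as strong as hits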
# Arrestin-AP2 inh: inhibitors of beta-arrestin/AP2 binding, primary screen, biochemical, GPCR trafficking, flow cytometry; actives 0.31% (n = 340,000); beta-arrestin 1 C-terminal peptide binding to AP2 beta2-adaptin appendage (human); FITC-arrestin peptide / GST-AP2 beads; AP2 beta2 appendage carries R879A mutation; inhibition, % at 10 µM;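 active means inhibition above a set limit, near 3 SD of compounds lacking own fluorescence, cut at about 54% in these data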;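 further: plate controls were DMSO wells for no effect and 5 µM unlabelled arrestin peptide for full effect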
#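 System: GST-tagged AP2 beta2-adaptin appendage (R879A) on 4 µm glutathione beads / Reagent: FITC-arrestin peptide, 50 nM / Detection: HyperCyt-sampled flow cytometry, FL1 channel, ex 488/em 535 nm / Timing: 12 min plus 1 h, RT / Buffer or medium: PBS plus Tween 20 (0.05%) and BSA (0.1%)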
# V-ATPase pH: regulators of yeast V-ATPase proton pumping, primary screen, pHLuorin cytosolic pH fluorescence. actives 0.37% (n = 350,000). response, % at 10 µM. S. cerevisiae; in the data active means response mostly above about 7.3%, no sharp cut-off; inactive means mostly below about 5.4%; further: actives read high; inactives centre near 0; some compounds called inactive have numbers as strong as hits; reference of the scale not given here
# OPRM1-OPRD1 inv: inverse agonists of MOR-DOR heterodimerization, primary screen, cell-based, luminescence; Mu-type opioid receptor (Homo sapiens) + Delta-type opioid receptor (Homo sapiens), …; cell-based MOR-DOR heterodimer luminescence, inverse agonism; inhibition, % at 9.3 µM; actives 0.21% (n = 340,000); in the data active means inhibition above about 22%, passing the limit was not always enough;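 further: 0% = cells with DMSO and 100% = wells without cells with DMSO; values of inactives mirror those of a sister screen read the other way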
# MOR-DOR ag: agonists of OPRM1-OPRD1 heterodimerization, primary screen, cell-based, luminescence; Mu-type opioid receptor (Homo sapiens) + Delta-type opioid receptor (Homo sapiens), …; cells; activation, % at 9.3 µM; actives 0.3% (n = 340,000); AID 504326, 2011; in the data active means activation above about 18%;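 further: 0% = vehicle-treated cells and 100% = reference agonist; values of inactives mirror those of a sister screen read the other way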
# HTR5A inv ag: HTR5A inverse agonists in luminescence cell assay, primary screen, counter-screen for OPRM1-OPRD1 heterodimer inverse agonist project, full-deck HTS | 5-hydroxytryptamine receptor 5A (Homo sapiens), P47898 | HTR5A cell line, inverse agonism | inhibition, % at 9.3 µM | actives 0.083% (n = 340,000) | AID 504634, 2011; in the data active means inhibition mostly above about 23%, no sharp cut-off; inactive means mostly below about 18%;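 further: 0% = cells with DMSO and 100% = no-cell wells with DMSO; some compounds called inactive have numbers as strong as hits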
# * marks the source's active call; other numbers are inactive results; x = no result given. Hits appear at their usual frequency; overall some 2.4% were active at least once.
compound	DSG3 Ab inh	Arrestin-AP2 inh	DAGLB inh	PKA-R2B act	PKA-R1A act	MOR-DOR ag	HTR5A ag	HTR5A inv ag	V-ATPase pH	OPRM1-OPRD1 inv
CC1OC(OC2C(CO)OC(OCC3OC(OC(=O)[C@@]45CCC(C)(C)C[C@@H]4C4=CC[C@@H]6[C@@]7(C)CCC(OC8OCC(O)C(O)C8OC8OC(C)C(O)C(O)C8O)[C@@](C)(CO)C7CC[C@@]6(C)[C@]4(C)CC5)C(O)C(O)C3O)C(O)C2O)C(O)C(O)C1O (stereo partly specified)	98	-6	2	-2	-2	-3.1	0	-11	-1	17
COc1nc(OC)nc(N2CCC(C(=O)Nc3cccc4c3CCCC4)CC2)n1	102	32	0	10	-6	-2.9	-4	10	-1	14
COc1cccc(C(=O)NC(=S)Nn2cnnc2)c1OC	111	-5	2	2	-5	-1.8	0	0	-1	9
COc1ccc(-n2c(=O)c3ccccc3n(CC(=O)NCC3CCCO3)c2=O)cc1 (stereo unspecified)	97	-10	2	2	1	-2.8	9	-26	-2	15
Cc1ccc(CN2C(=O)C(=O)N(CC(N)=O)C2=O)cc1	96	-4	3	0	0	-3.7	-3	10	3	16
CCOC(=O)c1c(NC(=O)CSc2nc3nc(C)cc(C)n3n2)sc(CC)c1C	98	6	0	-7	-11	-3.0	0	0	1	15
Cc1ccc(/C=C/C(=O)NC(=S)Nc2ccc(S(=O)(=O)Nc3cc(C)on3)cc2)cc1	110	18	13	-14	-6	-3.4	2	-5	-1	18
COc1ccc(NC(=O)CN(C)S(=O)(=O)c2ccccc2)c([N+](=O)[O-])c1	94	-1	-1	2	-8	1.4	7	-30	-6	-7
CS(=O)(=O)c1sc(C(=O)NC(=S)Nc2ccc(OC(F)(F)F)cc2)c2c1C=CCC2	99	-9	-2	-5	-7	-5.0	-3	2	0	25
CCOC(=O)N1CCN(C(=O)c2oc(=O)c3ccccc3c2-c2ccc(C)cc2)CC1	105	23	-2	-6	-2	-1.4	-2	5	4	7
COc1ccccc1OCc1nn[nH]n1	112	-2	-2	-1	5	-4.9	5	-15	1	25
O=C(c1ccco1)N1CCN(C(=O)C2CCN(S(=O)(=O)Cc3ccccc3)CC2)CC1	77	8	-2	-5	-1	-2.0	-2	-13	7	11
O=C(CSCc1ccc(Cl)cc1)N/N=C/c1ccccc1	102	0	1	5	1	2.1	-2	-5	3	-11
CC1=C(C(=O)Nc2ccccc2)C(c2ccco2)C(C#N)=C(SCC(=O)OC(C)C)N1 (stereo unspecified)	104	2	-3	-6	-2	2.7	5	2	3	-14
CCOC(=O)C1=C(C)N(C)C(=S)NC1c1cc(OC)ccc1OC (stereo unspecified)	96	22	-2	-10	3	0.1	7	-19	0	0
Cn1ccnc1SCC(=O)Nc1cc(F)ccc1F	97	-8	2	5	1	-1.2	-2	6	0	6
COc1ccc(/C=N/NC(=O)c2nonc2N)cc1OC	107	-7	2	-5	-2	-1.9	-3	5	0	10
COc1ccccc1CN(Cc1nc2ccccc2c(=O)[nH]1)C(=O)Nc1cccc(C)c1	117	18	-2	-1	-7	0.8	0	-15	-4	-5
COc1ccc(NC(=O)CNC(=O)c2sc3ccccc3c2Cl)c(OC)c1	93	-7	1	-8	-15	9.6	14	-35	6	-39
COc1cccc(Nc2nc(N)nc(C(F)(F)F)n2)c1	108	6	-2	-4	-12	-0.6	2	-3	-2	3
Cn1cnc([N+](=O)[O-])c1Sc1nc(N)nc2c1ncn2C1CC(O)C(CO)O1 (stereo unspecified)	86	-28	-6	-3	-4	-0.5	1	-5	5	2
COc1cc(Br)cc(/C=C/c2ccc3cccc(O)c3n2)c1OC	89	-1	-17	0	1	0.2	-2	9	-3	-1
Cc1cc(C)c(C(N)=O)c(Nc2cccc3ccccc23)n1	x	0	3	-4	4	6.5	1	-1	-1	-30
CC(C)n1nc(C(=O)Nc2cccc(S(=O)(=O)N3CCCCC3)c2)c2ccccc2c1=O	x	13	-5	-13	-8	-4.9	2	-5	-1	20
COc1cc(/C=N/NC(=O)c2ccncc2)ccc1OCc1cnc(Cl)s1	104	-7	1	0	-6	2.0	5	-20	-5	-11
Cc1cccc(C)c1NC(=O)NN=C1CCCCC1	99	-6	3	-4	4	-0.9	-4	-16	15	5
Cc1cc(SCC(=O)NC2CCCCC2)nc2ccccc12	x	28	-5	7	4	2.5	-4	11	-10	-19
CCOC(=O)C1(Cc2ccc(OC)cc2)CCN(C(=O)c2ccc3[nH]ccc3c2)CC1	102	-2	-2	-5	1	-1.4	-2	14	-2	7
Cc1ccc(C)c(OCCCC(=O)N2CCOCC2)c1	100	22	0	-13	-6	-1.3	0	0	2	7
O=C(CCC1CCCC1)N1CCN(C(=O)c2ccco2)CC1	x	-1	0	4	-5	-2.1	3	8	0	9
CCCCCCOC(=O)C(C#N)c1nc2ccccc2nc1N1CCOCC1 (stereo unspecified)	97	-5	-3	-10	-2	0.0	2	-10	0	0
O=C(CSCc1ccc(F)cc1)Nc1ccccc1	99	29	-3	-3	8	-0.8	3	-7	-4	4
COCCNC(=O)CN(CCc1ccccc1)S(=O)(=O)c1ccc(Br)cc1	109	-8	0	1	8	-2.4	8	-23	0	12
COc1ccc(-c2noc(CSc3nnc(-c4ccccc4)n3C)n2)cc1	97	24	-3	-2	3	-2.1	-2	-2	2	11
O=C(COC(=O)c1cccc(S(=O)(=O)NCc2ccccc2)c1)NCC1CCCO1 (stereo unspecified)	100	1	-2	-3	-4	-1.6	2	3	1	8
CCOc1ccc(-n2nnc3c(=O)n(CC(=O)N4CCCc5ccccc54)cnc32)cc1	106	18	-5	2	3	1.3	3	-35	4	-8
Cc1cc(C)cc(OCC(=O)OCc2nnc(-c3ccccc3)o2)c1	97	43	-6	0	0	0.5	0	10	-1	-2
C/C(=N/Nc1ncc(Br)cn1)c1ccc(Br)cc1	110	-7	0	-3	-3	-2.0	5	11	-2	11
Nc1ncnc2c1ncn2C1CCCC1	113	-2	1	11	7	-2.8	-1	-4	5	15
COc1ccc(/C(N)=N/OC(=O)CC2CCCCC2)cc1OC	112	-3	-10	1	-6	-0.1	0	0	-6	0
Cc1cccc(N(C)c2ccc3cc(S(=O)(=O)N4CCCC4)ccc3n2)c1	98	-3	-8	10	-10	2.8	-3	11	-1	-15
O=C(Nc1ccccc1N1CCCC1)C1CCN(S(=O)(=O)c2ccccc2C(F)(F)F)CC1	103	-6	0	10	-1	-1.8	8	-21	7	12
O=C(O)C(NS(=O)(=O)c1ccccc1)C(O)c1ccccc1 (stereo unspecified)	99	15	-1	5	1	-3.4	-3	9	1	16
CNc1nc(OC)nc(N2CCOCC2)n1	97	4	-1	-3	-4	-2.4	4	7	-2	14
CCCCN1C(=O)C2(NNc3ccccc3O2)c2ccccc21 (stereo unspecified)	109	3	6	-1	-10	5.1	-4	-12	1	-28
Cn1c(CO)cnc1SCc1ccc([N+](=O)[O-])cc1	96	0	-1	-10	-4	-1.3	-1	8	1	6
COc1ccc(NC(=O)CSc2nnc(C(C)C)n2N)cc1	106	4	0	-4	0	-2.9	1	-3	2	12
CCOC(=O)c1c(NC(=S)Nc2ccc(C)cc2)sc2c1CCC2	91	4	-5	-3	-3	0.2	-1	-3	1	-1
CCOc1c2ccc(C(=O)NCc3ccc(C)cc3)cc2nn1CC	98	x	-3	11	10	-2.0	-3	-3	1	12
O=C(CCl)N(c1ccccc1)c1ccccc1	x	13	4	-14	2	-0.3	-4	10	1	1

# Additional records follow.
compound	DSG3 Ab inh	Arrestin-AP2 inh	DAGLB inh	PKA-R2B act	PKA-R1A act	MOR-DOR ag	HTR5A ag	HTR5A inv ag	V-ATPase pH	OPRM1-OPRD1 inv
O=C(COC(=O)c1nc(Cl)c(Cl)c(Cl)c1Cl)c1ccc[nH]1	102	-1	3	5	-12	-1.0	3	-15	-4	5
N=C(N)SCc1nc2ccccc2c(=O)n1-c1ccccc1Cl	109	-7	1	-1	-1	-3.0	-3	6	3	18
O=C(O)CNC(=O)CCCn1nnc2ccccc2c1=O	91	0	-1	-8	3	-1.5	1	18	4	7
c1ccc(CNc2nnnn2-c2ccccc2)cc1	x	20	-1	-5	-7	0.5	6	7	-1	-3
Cc1ccc(C(=O)NCc2ccncc2)cc1S(=O)(=O)Nc1cccc(C)c1C	104	30	-1	0	-1	-1.0	1	-18	0	7
CCc1ccc(C(=O)NCc2ccc(Cl)cc2)cc1	96	3	-8	-7	-2	2.6	2	4	-3	-16
O=C(c1ccco1)N1CCN(S(=O)(=O)c2cc(Cl)ccc2Cl)CC1	105	3	-2	0	-6	-1.6	-2	7	0	7
O=C(O)/C=C\c1ccccc1Oc1ccc(F)cc1	107	25	-2	-10	-6	-1.9	-14	-23	-2	9
Cc1ccccc1OCCC(=O)Nc1cc(S(=O)(=O)N2CCOCC2)ccc1OC(C)C	106	5	1	3	-2	-3.8	0	5	7	21
O=C(CCN=C1NS(=O)(=O)c2ccccc21)OCC(=O)c1ccccc1	98	35	-1	-1	1	-1.1	-5	21	4	6
CCOc1ccc(C(=O)CCC(=O)Nc2ncccc2O)cc1	100	16	2	-17	-4	-2.6	-4	3	0	14
O=C1CCC(=O)O1	101	35	-3	-9	-4	-2.4	6	-25	-1	13
Cc1ccnc2nc(C(=O)OCC(=O)NC3CCC(C)CC3)nn12 (stereo unspecified)	94	18	0	-10	4	-4.8	1	-21	0	19
O=C(Cc1n[nH]c(=O)c2ccccc12)OCc1c(Cl)cccc1Cl	102	-5	2	-7	-11	-2.4	5	-15	1	13
Cc1ccc(C(=O)NC(=C(Cl)Cl)S(=O)(=O)c2ccc(C)cc2)cc1	101	7	0	3	4	-1.9	-2	5	1	12

# Single entries from the results shown.
# N=C(N)SCc1nc2ccccc2c(=O)n1-c1ccccc1Cl – Arrestin-AP2 inh: -7
# O=C(CCN=C1NS(=O)(=O)c2ccccc21)OCC(=O)c1ccccc1 – MOR-DOR ag: -1.1
